Screening data as filed in PubChem.
OXTR potentiator = potentiators of human oxytocin receptor | P30559 | CHO-OTR cells, Fluo-8 calcium fluorescence, potentiator mode; 0% = oxytocin EC15, 100% = EC100 | activation, % at 3 µM | hit rate 0.061% among 320,000;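 active means activation above that plate's cutoff, the mean activation of tested compounds plus 3 SD, cut at about 6.6% in these data, passing the limit was not always enough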;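 further: 100% uses oxytocin at 75 nM as the full agonist control; some results filed as inactive read as strong as hits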
Target sequence (P30559 whole entry, looked up): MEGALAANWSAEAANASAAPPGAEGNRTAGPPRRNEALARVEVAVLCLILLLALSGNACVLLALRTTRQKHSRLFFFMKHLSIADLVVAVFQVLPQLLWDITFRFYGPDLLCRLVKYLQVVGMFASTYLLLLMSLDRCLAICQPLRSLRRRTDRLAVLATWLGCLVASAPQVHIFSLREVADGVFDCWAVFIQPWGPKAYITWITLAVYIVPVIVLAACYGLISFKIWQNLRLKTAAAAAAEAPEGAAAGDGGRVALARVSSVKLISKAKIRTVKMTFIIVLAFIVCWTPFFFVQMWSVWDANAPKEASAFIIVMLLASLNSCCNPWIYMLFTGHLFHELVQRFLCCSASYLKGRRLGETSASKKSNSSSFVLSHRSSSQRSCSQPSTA
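Assay system: CHO cell line stably expressing human OTR | Also added: Oxytocin at about EC15, sub-maximal agonist stimulus | Times: Compound 6 min at room temperature before oxytocin, 100 s read | Measured by: Fluo-8 intracellular calcium fluorescence, ex 470-495, em 515-575 nm | Controls: EC15 oxytocin alone as 0%, 75 nM oxytocin as 100%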
CHRM1 antagonist = antagonists of human M1 muscarinic receptor | hit rate 1.3% among 360,000 | CHO-K1 hM1, Fluo-8 calcium fluorescence, ACh EC80 antagonist | inhibition, % at 3 µM;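 active means percent inhibition above its own plate's cutoff, namely the mean of that plate's compound wells plus 3 SD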;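 further: peak over basal fluorescence ratio during 140 s after agonist addition; 0% = ACh EC80 plus DMSO and 100% = DMSO alone without agonist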
Target sequence (P11229 whole entry, looked up): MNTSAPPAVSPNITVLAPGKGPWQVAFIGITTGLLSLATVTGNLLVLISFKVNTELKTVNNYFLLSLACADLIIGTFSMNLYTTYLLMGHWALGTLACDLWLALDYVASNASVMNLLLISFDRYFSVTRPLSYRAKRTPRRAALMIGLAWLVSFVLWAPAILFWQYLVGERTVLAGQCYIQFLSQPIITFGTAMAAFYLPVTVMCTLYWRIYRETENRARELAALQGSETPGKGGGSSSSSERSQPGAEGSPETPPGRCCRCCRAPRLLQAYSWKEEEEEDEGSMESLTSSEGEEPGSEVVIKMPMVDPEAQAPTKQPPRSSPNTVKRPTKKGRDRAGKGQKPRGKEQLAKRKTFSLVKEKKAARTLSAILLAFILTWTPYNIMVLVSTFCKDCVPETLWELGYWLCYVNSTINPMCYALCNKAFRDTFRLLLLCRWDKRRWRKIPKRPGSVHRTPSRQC
M1 ag = activates human CHRM1 receptor; CHO-K1 hM1, Fluo-8 calcium fluorescence, agonist mode; 0% DMSO, 100% acetylcholine EC100; activation, % at 3 µM; hit rate 0.33% among 360,000; AID 588814;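 active means activation above the run's mean compound activation plus 3 SD, cut at about 16% in these data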;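 further: peak over basal fluorescence ratio within a 140 s kinetic read after compound addition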
CHO parental Ca = counter-screen: ATP calcium response change in parental CHO cells. hit rate 0.63% among 330,000. inhibition, % at 5.6 µM. parental CHO-K1, ATP-induced calcium, Fluo-8 fluorescence;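 active means inhibition above that plate's mean sample inhibition plus 3 SD, cut at about 26% in these data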;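 further: 0% = ATP-challenged DMSO wells and 100% = DMSO wells without ATP; some compounds past the cut are filed as inactive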
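Test system: parental CHO cells; detection: calcium-sensitive Fluo-8 fluorescence; evaluation: percent inhibition of calcium signal; also added: ATP as calcium-mobilizing challenge; repeats: one well per compound; control set: ATP-challenged DMSO wells low, unchallenged DMSO wells high; compound: single nominal dose of 5.6 µM per compound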
TAAR1 antag = antagonists of human TAAR1. Q96RJ0. CHO RD-HGA16 TAAR1, Fluo-8 calcium fluorescence, antagonist. inhibition, % at 3 µM. hit rate 1.5% among 360,000. AID 624466;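 active means inhibition above a per-plate cutoff, the mean inhibition of test compounds on that plate plus 3 SD, cut at about 49% in these data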;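 further: 0% = DMSO plus EC80 beta-PEA response and 100% = DMSO alone without agonist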
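Test system – hTAAR1-expressing CHO RD-HGA16 cells, Gα16-coupled · Also added – β-PEA at EC80 concentration, post-compound challenge · Compound – 3 µM, single point · Incubation – dye loading 75 min at 37 °C, then 30 min room temperature · Measured by – Fluo-8 intracellular calcium dye fluorescence, real-time kinetic reads · Benchmarks – vehicle and agonist controls · Replicates – singlicate, one well per test compound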
CHO-K1 Ca antag = nonselective inhibitor or artifact in parental CHO-K1 cells; inhibition, % at 3 µM; ATP-induced calcium, Fluo-8 fluorescence; hit rate 0.6% among 360,000;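 active means inhibition above a per-plate cutoff, the plate's mean sample inhibition plus 3 SD, cut at about 24% in these data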;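 further: 0% = DMSO plus EC80 ATP and 100% = DMSO alone without ATP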
CHO-K1 Ca PAM = nonselective activator or artifact in parental CHO-K1 calcium assay | activation, % at 3 µM | hit rate 0.02% among 360,000 | ATP EC20, Fluo-8 calcium fluorescence; 0% at ATP EC20, 100% at ATP max;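 active means activation above the run cutoff, the mean activation of all test compounds plus 3 SD, cut at about 40% in these data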;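 further: peak over basal fluorescence ratio in a 140 s read after ATP addition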
M1 ag parental = nonselective activator or artifact in parental CHO-K1 cells. Fluo-8 calcium fluorescence; scaled to maximal ATP response, vehicle zero. activation, % at 3 µM. hit rate 0.48% among 360,000; in the data active means activation above about 15%;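 further: untransfected CHO-K1 host cells lacking M1 receptor as counterscreen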
TAAR1 agonist = human TAAR1 agonism; activation, % at 3 µM; AID 624467; hit rate 0.99% among 360,000; CHO RD-HGA16 TAAR1, Fluo-8 calcium fluorescence; vehicle wells 0%, saturating PEA agonist 100%;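 active means activation above the mean activation of all test compounds in the run plus 3 SD, cut at about 38% in these data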
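Benchmarks: low control DMSO, high control PEA (EC100); System: CHO RD-HGA16 cells carrying human TAAR1 plus Gα16; Detection: Fluo-8 fluorescence, 5 s baseline then 140 s kinetic read; Schedule: 17-24 h plating, Fluo-8 75 min 37 °C, 30 min RT; Read-out basis: % activation from peak over basal fluorescence ratio, DMSO-to-PEA scaled.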
Numbers without * were called inactive; nt = not tested or not shown; & = joins results of further samples.

SMILES	OXTR potentiator	CHRM1 antagonist	M1 ag	CHO parental Ca	TAAR1 antag	CHO-K1 Ca antag	CHO-K1 Ca PAM	M1 ag parental	TAAR1 agonist
CSCCC(NC(=O)COc1ccccc1)C(=O)N(C)Cc1ccc(F)cc1 (stereo not drawn)	-0.3	3.2	-4.1	-36.0	13.4	-9.2	9.9	2.4	4.3
CCOC(=O)c1ccc(Cn2cnc3ccccc3c2=O)cc1	-14.7	-4.8	-0.8	-9.5	-1.7	-3.2	17.8	0.7	4.7
CCOc1cc(C(=S)N2CCN(C)CC2)ccc1OCC(=O)N1CCCC1	-7.7	-6.0	-2.1	-10.4	0.5	-6.4	12.9	1.6	1.2
Cc1cc(C)c(NC(=O)CN(C)C(=O)C2CC(=O)N(c3cccc4ccccc34)C2)c(C)c1 (stereo not drawn)	-5.5	3.2	-4.5	-18.4	5.1	0.5	7.0	0.1	3.4
C/C(=N\NC(=O)c1c(Br)c(C)nn1C)c1cccc(NC(=O)c2ccccc2C)c1	-7.0	-7.7	-3.6	-7.2	17.4	4.0	7.0	-0.1	3.3
O=C(NCCc1ccc(Cl)cc1)c1ncn[nH]1	-9.1	-18.3	-2.4	-5.0	-13.4	1.7	-0.4	0.4	48.1*
COc1ccc(OC)c(-n2c(-c3cnccn3)n[nH]c2=S)c1	7.0	-6.3	-5.4	-1.1	-7.7	-4.2	10.6	-0.2	7.8
O=C(c1ccco1)N1N=C(c2ccc(Br)cc2)CC1c1ccco1 (stereo not drawn)	-0.5	3.9	-3.7	-28.3	-20.4	-0.7	5.6	0.6	1.8
CCOC(=O)c1cn(CC(=O)Nc2ccc3c(c2)OCCO3)nn1	4.7	-2.2	-3.7	-4.9	7.0	-2.0	12.6	-0.6	3.8
N/C(=N\OC(=O)CCCOc1ccccc1)c1ccccn1	1.8	-4.5	-6.5	-5.8	-7.2	-8.7	26.9	1.9	7.2
COc1ccc(C(=O)N2CCN(Cc3cc(OC)c(O)c(OC)c3)CC2)cc1OC	-8.4	1.0	-0.8	-2.3	-16.4	-16.9	12.9	0.2	-1.0
COc1ccc(NC(=O)C(c2cc3c(cc2[N+](=O)[O-])OCO3)N(C)c2ccccc2)cc1 (stereo not drawn)	-6.8	0.9	-8.5	-12.1	9.4	1.1	11.6	0.0	4.9

Profiles from above. Values in the order: OXTR potentiator	CHRM1 antagonist	M1 ag	CHO parental Ca	TAAR1 antag	CHO-K1 Ca antag	CHO-K1 Ca PAM	M1 ag parental	TAAR1 agonist
Record of `O=C(c1ccco1)N1N=C(c2ccc(Br)cc2)CC1c1ccco1` (stereo not drawn) = -0.5	3.9	-3.7	-28.3	-20.4	-0.7	5.6	0.6	1.8
Record of `O=C(NCCc1ccc(Cl)cc1)c1ncn[nH]1` = -9.1	-18.3	-2.4	-5.0	-13.4	1.7	-0.4	0.4	48.1*
Record of `N/C(=N\OC(=O)CCCOc1ccccc1)c1ccccn1` = 1.8	-4.5	-6.5	-5.8	-7.2	-8.7	26.9	1.9	7.2

The list continues.
SMILES	OXTR potentiator	CHRM1 antagonist	M1 ag	CHO parental Ca	TAAR1 antag	CHO-K1 Ca antag	CHO-K1 Ca PAM	M1 ag parental	TAAR1 agonist
Cc1ccc2cc(C#N)c(NCCNC(=S)NCCCN(C)C)nc2c1C	2.5	5.8	-15.6	-14.2	-20.4	15.4	20.7	-0.9	19.9
CC1=CC2=NC(=O)CC(C)(C(=O)N(CC(=O)NC3CCCC3)Cc3ccccc3)N2C=C1 (stereo not drawn)	-8.9	-5.4	-5.8	-9.4	11.9	-11.6	8.8	0.1	-0.4
CCC(=O)N1CCc2cc(S(=O)(=O)N3CCN(C(=O)c4ccco4)CC3)ccc21	-8.7	-26.3	-2.4	-30.3	0.5	-6.9	7.3	0.7	0.7
COc1cccc(NC(=O)N2CCN(c3nc(-c4cccc(OC)c4)cs3)CC2)c1	-3.1	30.2	-1.3	4.2	73.2*	-2.5	9.9	9.3	2.6
O=C1CCc2cc(S(=O)(=O)NCCCC(=O)N3CCN(Cc4ccc5c(c4)OCO5)CC3)ccc2N1	-7.8	9.2	-5.5	-3.6	12.0	0.7	-10.0	0.4	3.7
c1ccc(-c2cc(CSc3nc4ccccc4[nH]3)on2)cc1	-19.2	20.7*	3.7	44.4*	36.8	17.4	3.7	9.6	10.1
COC(=O)c1cc(OC)c(OCc2cc(C(=O)OC)oc2C)c(OC)c1	-7.4	-2.2	-4.1	-24.1	6.4	-11.4	18.1	0.2	12.9
CC1(C)CC(=O)C=C(NCc2cccc(C(F)(F)F)c2)C1	-5.7	1.7	-3.8	-5.2	-27.0	-5.1	4.8	0.7	0.5
CCCCc1nc2cc(C(=O)NC3CCOC(C)(C)C3)ccc2o1 (stereo not drawn)	-0.9	-3.8	-2.3	-10.2	-13.5	-2.5	-9.0	1.0	2.5
CCc1n[nH]c(=O)n1Cn1c(CC)n[nH]c1=O	-0.3	-5.3	-3.7	7.5	-10.2	-8.4	13.7	0.7	4.6
CNC(=O)CSc1nnc(-c2ccco2)n1-c1cc(C)ccc1C	1.9	-5.2	-2.5	-13.7	8.6	3.7	-15.6	0.1	12.2
COc1ccc(CN(CC(=O)NCC2CCCO2)C(=O)CCC(=O)Nc2cc(C)on2)cc1 (stereo not drawn)	-1.4	-17.3	-1.9	0.4	-9.2	4.6	4.2	-0.1	2.5
O=C(N/N=C/c1cccc(OC(=O)c2cccc(Br)c2)c1)c1cccnc1	nt	19.4	4.7	nt	57.5*	-11.4	-13.7	5.9	18.0
Cc1cccc2nc(CSc3nc4ccc([N+](=O)[O-])cc4[nH]3)c(Br)n12	-0.6	-6.0	-7.6	-24.6	17.6	-4.0	21.6	2.5	9.4
O=C(CSc1nc(-c2cccs2)nc2ccccc12)NC1CCS(=O)(=O)C1 (stereo not drawn)	-2.6	-1.8	-2.5	-2.6	-0.2	-14.3	10.7	-0.1	-0.2
CCOc1ccccc1NC(=O)CCc1nnc2ccc(NCc3ccco3)nn12	0.1	-10.4	13.3	5.7	-7.3	-15.1	16.2	1.6	-0.2
CCN(CC)CCNC(=O)NC(=O)c1ccc(Cl)cc1	-3.0	-4.7	-5.8	-0.3	-7.5	-5.2	26.0	0.6	1.0
COc1ccc(-n2c(SCCNCCO)nc3sc4c(c3c2=O)CCCC4)cc1	-9.2	-2.2	0.2	-6.7	-3.4	-8.9	-12.1	-0.3	4.3
Cc1cc(C)c(S(=O)(=O)N2CCCCC2CCNC(=O)C(=O)NC2CC2)c(C)c1 (stereo not drawn)	-13.0	-2.7	-3.4	-9.2	nt	-2.4	15.8	1.1	nt
O=C(Cn1cc2c(n1)CCCCC2)Nc1c(F)cc(F)cc1Br	-5.7	-26.4	1.3	-23.4	9.4	-6.2	11.9	1.0	3.2
COc1ccc(NS(=O)(=O)c2ccc3c(c2)N(C(C)=O)CCS3)cc1	-8.6	5.3	3.7	-5.4	15.8	23.5	-15.9	16.9*	9.1
CC1CCCCN1C(=O)C1CCN(c2nc(-c3ccccc3)nc3c2CCC3)CC1 (stereo not drawn)	1.9	-12.7	1.7	-15.4	-33.1	-0.3	12.9	-0.8	-2.5
CCc1nc2ccc(C(=O)NCCNC(C)=O)cn2c1N(C)CCCc1ccccc1	nt	12.5	-6.4	nt	-18.5	-16.0	14.3	2.6	1.6
Cc1cc(C)c2c(N=NN(C)C)[nH]nc2n1	-9.2	-9.2	-4.4	-10.4	5.5	-2.3	9.1	-0.2	4.5
CCOC(=O)C1CCCN(c2cc(NCCCO)c([N+](=O)[O-])c3nonc23)C1 (stereo not drawn)	-2.0	nt	nt	-6.4	-16.5	nt	nt	nt	6.4
Cc1ccccc1N=CC=C1OC(C)(C)C(C)(C)O1	-5.5	-1.5	-3.7	-12.3	-33.0	-2.5	15.3	0.7	0.3
O=C(CCc1ccc(S(=O)(=O)N2CCOCC2)cc1)NCCCN1CCCC1=O	-3.5	-4.3	-3.8	0.8	6.3	-11.6	16.8	-0.3	2.8
O=C(CN1C(=O)c2cccnc2Oc2ccc(Cl)cc21)N1CCCC1	-6.1	-2.6	-1.5	4.8	-1.4	0.5	12.9	6.5	0.3
CCn1c(COc2ccc(=O)n(-c3ccccc3)n2)nnc1SCC(=O)OC	-4.6	1.1	-1.6	-1.8	-16.8	3.1	-8.4	0.3	2.0
CCC1C(=O)C(C)(C)C(=O)OC1c1ccc([N+](=O)[O-])cc1 (stereo not drawn)	0.3	-14.6	-9.3	-7.2	-13.1	-20.4	18.2	0.7	-1.3
COc1ccc(Cn2c(-c3ccc(Cl)cc3)c[n+]3ccccc23)cc1	-1.3	3.8	-9.9	-9.5	2.3	-9.2	10.2	-0.2	12.9
O=C(CCCSc1nc2ccccc2c(=O)[nH]1)c1ccc(F)cc1	-16.2	-2.5	-13.8	-18.5	3.2	-10.6	15.5	1.4	9.1
COc1ccc(-c2cn3c(C)c(C(=O)N4CCCc5ccccc54)sc3n2)cc1	-5.0	2.1	-3.9	-2.7	28.8	7.5	8.3	0.1	-1.9
O=C(COc1cccc(F)c1)N[C@@H](Cc1ccccc1)c1nc2ccccc2[nH]1	-9.7	-5.5	-9.1	-12.0	-2.4	1.4	-0.1	2.6	4.7
O=C(O)CSc1nc2c(c(C(F)(F)F)n1)CCCC2	-4.0&-7.5	-2.1&3.8	-3.0&-5.4	-1.4&4.6	-22.3&-19.2	-11.6&-14.3	-3.5&12.6	0.3&0.8	1.1&5.1
COc1cc(C(O)c2nc(-c3ccccc3OC)cs2)ccc1F (stereo not drawn)	nt	-8.2	-2.4	nt	-5.4	-10.7	22.6	1.7	0.6
COc1ccccc1NC(=O)C(C)OC(=O)CCNS(=O)(=O)c1cccc(C(F)(F)F)c1 (stereo not drawn)	-4.2	-4.0	-3.7	-24.2	0.5	-16.2	21.8	2.0	3.4
CC(C)c1ccc([C@@H]2O[C@H](CCc3ccccc3)CC3=C2C(=O)OC(C)(C)O3)cc1	nt	nt	nt	nt	17.6	-6.2	5.5	1.1	1.1
CC(C)C(NS(=O)(=O)c1cccc2nsnc12)C(=O)NCCC1=CCCCC1 (stereo not drawn)	-5.4	1.9	-1.2	-14.6	-17.5	13.4	-6.4	0.4	0.6
CN(CC(=O)Nc1ccc(F)c(F)c1F)C(=O)CCc1nc2sc3c(c2c(=O)[nH]1)CCCC3	-2.8	-9.2	-5.1	-13.7	-17.4	9.9	15.3	0.5	2.4
COc1cc(OC)cc(C(=O)NNC(=O)c2ccc(-n3cncn3)c([N+](=O)[O-])c2)c1	2.4	-23.3	-0.6	3.3	2.4	0.1	2.4	0.3	-2.9
